# ROCK2 inh – inhibitors of human Rho kinase 2. O75116. purified ROCK2, Kinase-Glo ATP depletion luminescence. inhibition, % at 6 µM. 60,000 tested, 0.35% active. AID 604;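 active means inhibition above the screen-wide mean inhibition plus 3 SD, cut at about 18% in these data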;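 further: plate controls were DMSO wells for no effect and Y-27632 control wells after no-enzyme background subtraction for full effect; many of its hits are not listed in these tables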
# CatS block – inhibitors of human cathepsin S; recombinant cathepsin S, AMC dipeptide fluorescence, pooled mixtures; inhibition, %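 (tested at 5 µM per compound within 10-compound mixtures)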; 62,000 tested, 0.06% active; in the data active means inhibition above about 32%, passing the limit was not always enough; inconclusive means no clear call, values can overlap the other calls;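 further: 0% = enzyme without compound and 100% = blank without enzyme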
# Target sequence (P25774 115-331 limits assumed): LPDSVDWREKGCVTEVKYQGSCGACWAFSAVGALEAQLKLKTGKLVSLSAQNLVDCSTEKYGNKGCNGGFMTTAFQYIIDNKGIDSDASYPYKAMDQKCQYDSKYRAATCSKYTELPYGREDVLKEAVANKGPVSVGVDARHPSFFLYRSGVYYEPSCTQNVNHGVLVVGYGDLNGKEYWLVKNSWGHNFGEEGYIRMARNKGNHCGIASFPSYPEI
# AP complement – orthogonal test for alternative complement pathway inhibitors. Human serum alternative complement pathway, LPS-coated ELISA, C3 deposition; tested in compound mixtures. inhibition, % at 5 µM. 62,000 tested, 0.08% active. AID 1235;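 active means inhibition above 30% in each of the two pooled mixtures holding the compound, so the lower value exceeds 30%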;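 further: 0% = serum in Mg-EGTA without compound and 100% = EDTA serum blank; some compounds past the cut are filed as inactive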
#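 Assay system: Human serum alternative complement pathway, C3 deposition on LPS-coated wells | Incubation: 1 h serum-compound exposure at 37 °C | Doses: 5 µM per compound in ten-compound mixtures | Read-out: Percent inhibition | Technique: ELISA with HRP anti-human C3 antibody, TMB substrate, absorbance 450 nm | Replication: Two pool placements per compound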
# CatB inh – blocks human cathepsin B protease activity; purified cathepsin B, fluorogenic substrate, fluorescence; inhibition, %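 (tested at 10 µM)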; 63,000 tested, 0.1% active; AID 453; P07858; in the data active means inhibition above about 21%;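 further: 0% = enzyme with no compound and 100% = no enzyme blank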
# JNK3 inh – JNK3 (human) kinase inhibition. 60,000 tested, 0.61% active. P53779. purified JNK3 kinase activity, HTS. inhibition, % at 8 µM; in the data active means inhibition above about 17%;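 further: 0% = DMSO and 100% = reference inhibitor; many of its hits are not listed in these tables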
# Target sequence (P53779 whole entry, looked up): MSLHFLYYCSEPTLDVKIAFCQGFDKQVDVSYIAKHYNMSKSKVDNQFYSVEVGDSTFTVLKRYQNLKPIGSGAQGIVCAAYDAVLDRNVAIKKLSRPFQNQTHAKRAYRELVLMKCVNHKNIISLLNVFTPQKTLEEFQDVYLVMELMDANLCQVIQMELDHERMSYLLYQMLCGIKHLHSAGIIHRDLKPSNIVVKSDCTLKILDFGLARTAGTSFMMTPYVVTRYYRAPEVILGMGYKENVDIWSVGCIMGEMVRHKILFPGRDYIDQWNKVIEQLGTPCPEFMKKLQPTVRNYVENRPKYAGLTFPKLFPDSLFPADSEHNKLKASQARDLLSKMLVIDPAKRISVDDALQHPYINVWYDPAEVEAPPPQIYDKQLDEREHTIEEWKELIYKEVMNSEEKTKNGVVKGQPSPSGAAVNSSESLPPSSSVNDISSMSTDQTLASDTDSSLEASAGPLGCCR
# PKA inh – PKA (human) kinase inhibition | PKA Kemptide phosphorylation, Kinase-Glo ATP luminescence | P17612 | inhibition, % at 6 µM | AID 524 | 65,000 tested, 0.1% active;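 active means inhibition above the screen-wide mean inhibition plus 3 SD, cut at about 21% in these data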; further: many of its hits are not listed in these tables
# CatB mix inh – inhibitors of human cathepsin B in compound mixtures. 62,000 tested, 0.06% active. Purified cathepsin B, AMC dipeptide fluorescence. inhibition, %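 (ten-compound pools at 5 µM per compound and 50 µM total)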. P07858; in the data active means inhibition above about 22%, passing the limit was not always enough; inconclusive means no clear call, values can overlap the other calls;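 further: 0% = enzyme without compound and 100% = no enzyme blank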
# Ec RNAP inh – inhibitors of Escherichia coli RNA polymerase. P0A8V2. E. coli RNA polymerase, fluorescence transcription assay. inhibition, %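 (tested at 10 µM)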. 62,000 tested, 0.2% active. AID 559; in the data active means inhibition above about 20%;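 further: 0% = enzyme without compound and 100% = no enzyme blank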
# RORA act – activators of human nuclear receptor RORA | P35398 | CHO-K1 Gal4-RORA LBD luciferase reporter, luminescence; percent increase over mock-subtracted basal signal | activation, % at 10 µM | 65,000 tested, 1.5% active;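 active means activation above the mean of all tested compounds plus 3 SD, cut at about 49% in these data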;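 further: 0% = DMSO-treated RORA cells and 100% = added signal equal to DMSO minus mock-transfected cells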
# * = called active by the depositor; ? = inconclusive; . = no result given. These rows are one share of the data (hit frequency here may not be typical).
SMILES,ROCK2 inh,CatS block,AP complement,CatB inh,JNK3 inh,PKA inh,CatB mix inh,Ec RNAP inh,RORA act
Cc1cccc(N2CCN(C(=O)C34CC5CC(CC(C5)C3)C4)CC2)c1C,2.2,5.7,8.4,2.7,-0.6,6.5,3.3,6.2,-17.4
CCCCn1c(SCC(=O)Nc2nnc(C(C)C)s2)nc2c1c(=O)n(C)c(=O)n2C,3.5,?,-5.0,2.7,0.1,8.4,8.9,8.3,9.3
COc1cc2nc(CN(C)CC(=O)Nc3ccc(N4CCOCC4)cc3)[nH]c(=O)c2cc1OC,2.4,-4.4,15.6,5.5,1.3,1.1,-6.6,2.5,-14.5
CCCCNC(=O)c1nn(-c2ccccc2OC)c(=O)c2ccccc12,4.2,-3.6,9.7,-5.2,8.0,-0.2,3.1,0.5,-20.0
CCc1c(-c2ccccc2)nc2nc(C)c(C)nn12,6.1,-9.8,-2.8,-0.9,-0.7,2.8,-1.6,-2.2,-16.0
COc1ccc(CCNC(=O)CN2CCOc3ccccc32)cc1OC,-0.7,9.5,-6.4,4.1,5.6,7.9,3.2,3.9,14.8
COCCN1CN(S(=O)(=O)c2ccccc2)c2nc3ccccc3nc21,6.9,1.2,21.8,4.3,10.1,-4.4,6.3,7.7,-11.3
CCOC(=O)C1CCN(Cc2c(O)ccc3ccccc23)CC1,-9.5,14.1,-3.3,2.2,-7.7,-8.0,4.8,1.6,-0.2
CCc1cc2c(N3CCCCC3)ncnc2s1,-1.7,-0.8,2.0,0.8,-2.9,0.0,6.8,3.6,1.3
COC(=O)c1ccc(NC(=O)c2ccco2)cc1,1.9,-11.7,18.3,4.6,-4.0,-3.7,0.3,.,77.4*
OCCN1CCN(C(=S)c2ccc(Cl)cc2)CC1,4.2,-5.0,22.2,-4.9,0.5,-0.3,4.4,2.8,-7.0
NC(=O)C1CCN(CCC(=O)Nc2cccc(Cl)c2)CC1,-3.1,-5.3,3.0,-1.4,1.7,2.5,1.5,-11.7,-4.8
O=C(c1cnc2n(c1=O)CCS2)N(c1ccccc1)C1CCCCC1,0.2,5.6,8.8,-6.7,-2.8,-1.7,4.4,4.5,5.1
O=C(NCCCN1CCCC1=O)c1ccc(CNS(=O)(=O)c2ccc(F)cc2)cc1,6.5,-6.8,7.1,5.3,-1.6,10.2,-0.7,5.9,-10.5
O=C(O)C1CCCCC1C(=O)NCCc1cccc(Cl)c1 (stereo not given),3.3,-4.9,8.5,7.7,1.8,12.1,-1.3,2.1,-20.4
COC(=O)c1ccc(CSc2nc3c(cnn3-c3ccc(C)cc3)c(=O)[nH]2)o1,-5.2,.,.,.,4.2,-0.5,.,.,11.6
O=C(NCc1ccncc1)C(F)(F)C(F)(F)C(=O)NCc1ccncc1,0.1,9.6,-1.5,4.5,7.0,3.2,-2.1,9.8,0.7
CC(O)c1cc2c(cc1NC(=O)c1cnn3c1NC(c1ccco1)CC3C(F)(F)F)OCO2 (stereo not given),-2.9,-4.0,21.2,-0.5,4.3,8.0,-4.8,-8.5,-6.1
CCn1c(CNC(=O)Cc2ccc(OC)cc2)nnc1SCC(=O)Nc1nccs1,5.1,-2.9,12.3,-0.7,-0.3,8.5,1.9,4.2,-11.0
Cc1ccccc1-n1c(SCC(=O)c2cc(C)n(C)c2C)nnc1-c1ccncc1,15.2,-4.2,5.8,-6.1,-6.7,2.3,4.0,3.4,-6.4
CCc1cc2cc3c(cc2nc1SCC(=O)Nc1cc(C)on1)OCO3,6.4,-10.8,-1.8,6.0,-5.9,13.1,-0.5,8.2,-32.4
CC(CCO)Nc1nc2c(c(=O)n(C)c(=O)n2C)n1Cc1cccc(Br)c1 (stereo not given),8.9,0.5,-3.6,1.9,-4.8,9.9,-1.8,6.5,9.3
CCCNC(=O)N(C)c1nncnc1C(=O)NC,1.8,.,.,6.0,-6.8,-3.0,.,2.5,8.5
O=C(O)C1CC(=O)N(c2ccc(F)c(F)c2)C1 (stereo not given),11.5,7.6,-0.6,0.2,1.3,9.1,5.7,9.6,-10.3
COc1ccc(CCNC(=O)c2cc3sc(Cl)cc3n2C)cc1OC,5.5,10.1,-8.2,4.5,-1.4,5.6,1.5,11.4,17.3

# Nothing new here: entries from further up.
SMILES,ROCK2 inh,CatS block,AP complement,CatB inh,JNK3 inh,PKA inh,CatB mix inh,Ec RNAP inh,RORA act
CC(CCO)Nc1nc2c(c(=O)n(C)c(=O)n2C)n1Cc1cccc(Br)c1 (stereo not given),8.9,0.5,-3.6,1.9,-4.8,9.9,-1.8,6.5,9.3
CCCNC(=O)N(C)c1nncnc1C(=O)NC,1.8,.,.,6.0,-6.8,-3.0,.,2.5,8.5
O=C(O)C1CC(=O)N(c2ccc(F)c(F)c2)C1 (stereo not given),11.5,7.6,-0.6,0.2,1.3,9.1,5.7,9.6,-10.3
COc1ccc(CCNC(=O)c2cc3sc(Cl)cc3n2C)cc1OC,5.5,10.1,-8.2,4.5,-1.4,5.6,1.5,11.4,17.3

# (further entries)
SMILES,ROCK2 inh,CatS block,AP complement,CatB inh,JNK3 inh,PKA inh,CatB mix inh,Ec RNAP inh,RORA act
c1cncc(C(c2nnnn2C2CCCC2)N2CCCC2)c1 (stereo not given),-4.5,15.0,15.1,-2.7,-4.2,-5.4,-1.7,6.4,1.8
O=C(NCCCN1CCOCC1)c1cc2c(s1)CCCC2,5.3,2.2,9.2,5.2,0.5,10.4,0.1,1.9,0.2
CC1(C)Cc2c(c(N3CCOCC3)nc3snc(N)c23)CO1,-0.4,.,.,-2.2,-4.9,-2.9,.,2.7,6.7
NC(Cc1cccc2nsnc12)C(=O)O (stereo not given),1.8,-1.7,5.8,2.3,1.7,0.2,1.3,5.0,-12.4
O=C(c1noc2c1CCCC2)N1CCN(C(c2ccccc2)c2ccccc2)CC1,5.8,-1.6,5.9,1.4,0.6,10.9,1.2,8.5,-12.4
Nc1c(C(=O)c2ccccc2)oc2ccc(Br)cc12,2.6,-4.0,-1.0,6.2,11.3,5.3,-2.5,4.0,52.6*
CC1(C)C2CCC1(C)C(NC1=NCCC1)C2 (stereo not given),1.7,24.4,9.1,-0.5,-3.0,0.2,7.6,4.2,-11.1
COC(=O)Cc1c(C)c2c(O)cc(C)cc2oc1=O,-4.9,-6.8,20.5,-4.1,17.1,-4.2,-4.9,-10.5,-12.3
COc1cc(OC)c(NC(=O)Nc2ccc(OC)c(OC)c2)cc1Cl,8.0,-3.3,3.7,-0.4,-4.7,5.6,-4.0,8.1,3.1
CN(C)CCCN1C(=O)C(=O)/C(=C(/O)c2ccncc2)C1c1cccnc1 (stereo not given),0.7,5.3,1.7,-0.3,-1.1,4.9,2.4,7.4,6.4
Fc1ccccc1N1CCN(Cc2nc(-c3ccc(Cl)cc3Cl)no2)CC1,-0.7,3.8,5.8,0.9,-4.8,-3.8,-0.9,3.2,6.7
O=C(O)CCCCCNCc1ccncc1,.,-1.3,13.1,1.0,.,1.4,2.8,10.5,-4.8
COc1cccc(CCC(=O)O)c1OC,-3.9,-8.2,3.3,-2.1,-8.2,11.4,2.5,3.1,-19.1
Nc1nonc1C(=O)NCCN=Cc1cc(Cc2ccccc2)cc(Br)c1O,10.3,.,.,4.5,0.0,5.7,.,12.6,0.6
CCCC1C(c2ccco2)NC(c2ccco2)CC1(C)O (stereo not given),3.0,-4.2,-2.6,-3.8,0.6,9.5,1.9,5.5,20.9
CC1CCN(S(=O)(=O)c2cccc(C(=O)Nc3nccs3)c2)CC1,-2.6,18.6,5.5,-3.5,-0.1,-1.0,6.1,7.4,-8.5
Cn1nc(C(=O)NC2CCCCC2)c2ccccc2c1=O,2.7,0.8,3.9,1.9,4.3,4.8,-6.2,4.8,4.0
CCCC(C(=O)NCc1ccco1)N(C(=O)CNS(=O)(=O)c1ccccc1)C1CCCC1 (stereo not given),.,-6.6,10.4,3.4,.,7.5,1.9,4.2,2.3
COc1cccc(-n2nnc3c(=O)n(CC(=O)N4CCC(C)CC4)cnc32)c1,7.3,.,.,.,0.5,13.7,.,.,-20.1
CN(C)c1nc(SCCOC(=O)c2ccccc2)nc(N(C)C)n1,5.0,-22.7,13.3,7.6,4.0,5.5,-6.0,4.9,16.7
CCN(Cc1ccccc1)C(c1cc2cc(C)ccc2[nH]c1=O)c1nnnn1CCOC (stereo not given),1.7,-3.6,-12.0,1.2,3.9,4.5,-3.2,6.6,-6.8
O=C(NC12CC3CC(CC(C3)C1)C2)N1CC2Cc3cccc(=O)n3C(C2)C1 (stereo not given),-0.4,7.1,2.6,-0.1,-2.4,-11.4,-1.8,0.5,-1.5
CC1CN(Cc2nc3c(c(=O)n(C)c(=O)n3C)n2Cc2cccc(Cl)c2)CC(C)O1 (stereo not given),5.8,8.0,-4.8,1.2,-5.6,7.5,-0.3,4.8,-13.9
CCOC(=O)NC1(Nc2ccc(Cl)cn2)Oc2ccccc2O1,-3.6,11.1,-8.3,8.7,-1.2,6.3,5.4,25.3*,-13.2
C#CCN1C(=O)C(O)(CC(=O)c2cc(OC)ccc2OC)c2ccccc21 (stereo not given),7.4,-6.1,10.9,-1.1,-1.1,7.5,6.0,2.9,-9.4

# Following part.
SMILES,ROCK2 inh,CatS block,AP complement,CatB inh,JNK3 inh,PKA inh,CatB mix inh,Ec RNAP inh,RORA act
O=C(Cn1cnc2c(cnn2-c2ccc(F)cc2)c1=O)NCC1CCCO1 (stereo not given),3.5,13.4,5.7,4.2,6.6,7.2,3.1,5.4,-25.9
COc1ccc(S(=O)(=O)Cc2ccc(C(=O)N3CCN(c4cccc(C)c4C)CC3)o2)cc1,-1.1,2.5,17.5,2.9,-11.6,8.3,-0.3,3.7,8.9
CCc1nccn1S(=O)(=O)c1ccc(OC)c(OC)c1,2.9,-5.6,19.3,1.4,-2.2,7.4,-0.4,5.8,2.5
CCNS(=O)(=O)c1ccc(S(=O)(=O)N(Cc2ccccn2)C2CCCCC2)cc1,3.1,-0.4,17.0,-0.5,1.9,1.4,4.5,3.9,-11.4
CCC(C)NC(=O)CCS(=O)(=O)c1ccc2c(c1)n(C)c(=O)c(=O)n2C (stereo not given),0.5,-3.4,16.6,1.4,0.6,5.2,2.3,7.5,-23.2
c1ccc(-c2nc3ccccc3nc2N2CCOCC2)cc1,3.0,4.2,5.3,-1.6,5.2,0.3,3.9,9.3,1.2
CCOC(OCC)P(=O)(C(C)C)C(C)C,6.4,-3.8,5.5,-1.9,9.6,12.3,-0.6,-3.1,-2.4
O=C(NCCc1ccccc1)c1noc2c1CCc1ccccc1-2,4.4,11.8,2.5,4.5,2.7,4.5,1.2,10.8,33.1
Brc1ccc2ncnc(Nc3ccc(N4CCOCC4)cc3)c2c1,-1.6,-3.8,4.3,4.5,-7.0,-5.4,-3.1,6.2,-17.9
CC1=C(C(=O)N2CCOCC2)C(c2ccccc2F)C2=C(CC(C)(C)CC2=O)N1 (stereo not given),-0.3,1.7,4.4,-0.7,-8.6,-5.4,-0.5,3.6,4.8
CCOc1ccccc1-c1nnc(SCC(=O)NC2CC3CCC2C3)n1CC (stereo not given),7.8,-7.8,13.3,-4.6,1.2,5.2,4.4,0.6,3.6
Cc1cc(C(=O)N(C)Cc2ccc(Br)cc2)no1,6.1,4.4,9.7,1.7,4.9,9.6,0.6,10.2,-11.5
CCC(C)NC(=O)CCC(=O)Nc1ccc2nc(N3CCOCC3)cc(C)c2c1 (stereo not given),6.6,16.2,-4.3,5.0,4.1,-1.3,-1.0,4.9,19.6
CC(C)C(O)P(=O)(OCc1ccccc1)c1ccc(N(C)C)cc1 (stereo not given),-0.1,-4.3,20.7,-9.6,1.3,-1.3,5.7,-3.8,0.8
CCOC(=O)CC(=O)CSc1nc(C)cc(-c2cccnc2)c1C#N,7.5,-3.0,-4.8,3.1,-1.4,5.8,-2.9,1.2,10.2
Cc1cc(C(=O)CCC(=O)N2CCN(S(=O)(=O)c3cccs3)CC2)c(C)s1,6.0,12.3,1.5,6.5,2.1,14.8,2.5,4.2,-8.2
